# GRP78 ERSR act = qHTS for Inducers of the Endoplasmic Reticulum Stress Response (ERSR) in Human Glioma: qHTS; U87-MG GRP78 promoter luciferase reporter, 16 h; Potency, µM, for inactives: at the top dose activation, actives largely listed as activators; 420,000 compounds, 0.02% hits; further: potency means the concentration at half of the fitted maximal effect; series mostly up to about 76 µM; % of control where 0% means no effect; nearly all actives have a fitted effect of over 35% in size
#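 Stably transfected U87-MG glioma cells carrying a GRP78-based luciferase sensor; 16 h compound incubation. Luminescence end-point read 10 min after Bright-Glo addition at room temperature.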
# USP1 inh = Inhibitors of USP1/UAF1: Primary Screen | recombinant USP1/UAF1, Ub-Rhodamine cleavage fluorescence | Potency, µM (titrated, usually from 57.1 µM), without a hit: at the highest dose activity change, negative = inhibition, usual class: inhibitors | 390,000 compounds, 0.23% hits | AID 743255, 2014; further: potency means the concentration at half of the fitted maximal effect; on the % scale 0 is the no-effect control and ±100 the full control effect; nearly all actives have a fitted effect of over 60% in size; inactives centre near -12
#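 1 nM enzyme complex + cpd, 15 min RT; start with Ub-Rho 150nM final; kinetic fluorescence ex 480/em 540, 6 reads q60 s. Buffer 50mM HEPES pH 7.8, 0.5mM EDTA, 0.1 mg/ml BSA, 1mM TCEP, 0.01% Tween-20.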
# LDHA block = qHTS assay for inhibitors of human lactate dehydrogenase. purified LDHA, NADH/diaphorase-resazurin fluorescence; active compounds read low. 480,000 compounds, 0.15% hits. L-lactate dehydrogenase A chain (Homo sapiens), P00338. activity change, % (values are at about 110 or 230 µM); in the data active means activity change below about -30%; inconclusive means mostly about -25% to -30%;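 further: plate controls were DMSO wells for no effect and wells without enzyme for full effect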
#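 Remaining NADH was detected by diaphorase (0.133 mg/mL) converting 37 µM resazurin to fluorescent resorufin, read at 0 and 20 minutes. The preceding 5-minute room-temperature reaction used 2 nM LDHA, 0.2 mM sodium pyruvate and 0.06 mM NADH at pH 7.4.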
# Vif-APOBEC3F blk = qHTS for Inhibitors of Vif-A3F Interactions: qHTS; 390,000 compounds, 0.2% hits; HeLa A3F-eYFP + Vif (tagged APOBEC3F with the HIV-1 protein that degrades it), YFP fluorescence increase; Potency, µM (series often up to 46.1 µM), without a hit: at the highest dose activity, negative = active; AID 602313, 2012; further: potency means the concentration at half of the fitted maximal effect; % of control where 0% means no effect; nearly all actives have a fitted effect of over 65% in size
#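 HeLa cells stably expressing A3F-eYFP plus Vif, plated and incubated overnight at 37 deg C, then exposed to compounds overnight at 37 deg C. Blocked degradation read as raised yellow fluorescence (Ex 488/Em 500-530).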
# RXFP1 agonist = qHTS Assay for Agonists of the Relaxin Receptor RXFP1 | HEK293T-RXFP1 cAMP TR-FRET, 30 min; response scale: percent of porcine relaxin response, buffer zero | 370,000 compounds, 0.3% hits | Potency, µM (titrated, usually from 57.5 µM), without a hit: top-dose activation, most hits filed as activators | AID 2676, 2010 | Relaxin receptor 1 (Homo sapiens), Q9HBX9; further: potency means the concentration at half of the fitted maximal effect; on the % scale 0 is the no-effect control and ±100 the full control effect; nearly all actives have a fitted effect of over 60% in size; many of its hits are not listed in these tables
#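 Agonist response is measured as cAMP accumulation in an RXFP1-transfected HEK293T line under PDE4 inhibition. Values are scaled between buffer-only and 29 nM porcine relaxin, and EC50s come from standard Hill equation fits.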
# TrxR1 substrate = qHTS Assay for Substrates of Mammalian Selenoprotein Thioredoxin Reductase 1 (TrxR1): qHTS | Thioredoxin reductase 1, cytoplasmic (Rattus norvegicus), O89049 | purified TrxR1 substrate turnover, NADPH consumption readout | Potency, µM (series often up to 114 µM), for the others: at the highest dose activity change, negative = substrate turnover | 390,000 compounds, 0.01% hits | AID 588456, 2011; further: potency means the concentration at half of the fitted maximal effect; on the % scale 0 is the no-effect control and ±100 the full control effect; nearly all actives have a fitted effect of over 50% in size
#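 Rat TrxR1, dispensed at 90 nM, was prereduced with 400 uM NADPH (final) for 5 min at ~22 deg C, then incubated with compound 15 min before 400 uM selenite. A first-read NADPH fluorescence drop versus no-compound background flagged substrates.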
# Vif-APOBEC3G blk = qHTS for Inhibitors of Vif-A3G Interactions: qHTS; HeLa A3G-eYFP + Vif (tagged APOBEC3G with the HIV-1 protein that degrades it), YFP fluorescence, overnight; 410,000 compounds, 0.076% hits; DNA dC->dU-editing enzyme APOBEC-3G (Homo sapiens), Q9HC16; Potency, µM (doses to about 46.1 µM), without a hit: at the top dose activity, negative = active, actives largely listed as inhibitors;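 further: potency means the concentration at half of the fitted maximal effect; on the % scale 0 is the no-effect control and ±100 the full control effect; nearly all actives have a fitted effect of over 60% in size; hits raise eYFP signal because A3G escapes Vif-driven loss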
# Target sequence (Q9HC16 whole entry, looked up): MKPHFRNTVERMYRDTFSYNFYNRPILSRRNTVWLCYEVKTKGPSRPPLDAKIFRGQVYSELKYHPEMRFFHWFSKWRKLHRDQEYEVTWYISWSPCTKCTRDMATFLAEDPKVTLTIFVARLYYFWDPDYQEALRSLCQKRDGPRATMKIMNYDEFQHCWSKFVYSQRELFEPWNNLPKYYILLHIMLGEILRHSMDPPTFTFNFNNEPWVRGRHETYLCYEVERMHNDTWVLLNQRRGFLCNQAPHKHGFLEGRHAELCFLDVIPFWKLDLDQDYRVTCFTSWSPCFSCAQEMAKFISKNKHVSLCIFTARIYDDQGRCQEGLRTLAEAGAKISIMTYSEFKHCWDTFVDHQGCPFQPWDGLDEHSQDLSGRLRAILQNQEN
#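 Read-out is eYFP fluorescence (Ex 488/Em 500-530) from Vif-expressing HeLa A3G-eYFP cells; more signal means A3G escaped Vif-mediated degradation. Cells plated overnight, compound pinned in, incubated overnight at 37 deg C.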
# mIDH1 inhibitor = qHTS for Inhibitors of mutant isocitrate dehydrogenase 1 (IDH1): qHTS. Isocitrate dehydrogenase [NADP] cytoplasmic (Homo sapiens), O75874. IDH1-R132H enzyme, NADPH consumption, diaphorase/resazurin fluorescence. Potency, µM (titrated, usually from 76.6 µM), for the others: at the highest dose activity change, negative = inhibition, hits mostly inhibitors. 390,000 compounds, 0.093% hits. AID 602179, 2012; further: potency means the concentration at half of the fitted maximal effect; on the % scale 0 is the no-effect control and ±100 the full control effect; nearly all actives have a fitted effect of over 65% in size
#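 IDH1-R132H (0.5 ug/mL) preincubated 30 min with compound, then NADPH (0.016 mM) and alpha-KG (2 mM) added; 80 min at RT, pH 7.5. Remaining NADPH coupled via diaphorase/resazurin to fluorescence (540/590 nm); concentration-response curves normalized to no-enzyme control.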
# PI4K2A inh = qHTS for small molecular inhibitors of PI4K2A; AID 1346378, 2018; Phosphatidylinositol 4-kinase type 2-alpha (Homo sapiens), Q9BTU6; activity change, negative = inhibition, % at 76.9 µM; purified PI4K2A, ADP-Glo luminescence, 1 h; active compounds read low; 420,000 compounds, 0.13% hits; in the data active means activity change below about -50%; inconclusive means mostly about -30% to -49%;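 further: -100% = wells without enzyme as full effect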
# Target sequence (Q9BTU6 whole entry, looked up): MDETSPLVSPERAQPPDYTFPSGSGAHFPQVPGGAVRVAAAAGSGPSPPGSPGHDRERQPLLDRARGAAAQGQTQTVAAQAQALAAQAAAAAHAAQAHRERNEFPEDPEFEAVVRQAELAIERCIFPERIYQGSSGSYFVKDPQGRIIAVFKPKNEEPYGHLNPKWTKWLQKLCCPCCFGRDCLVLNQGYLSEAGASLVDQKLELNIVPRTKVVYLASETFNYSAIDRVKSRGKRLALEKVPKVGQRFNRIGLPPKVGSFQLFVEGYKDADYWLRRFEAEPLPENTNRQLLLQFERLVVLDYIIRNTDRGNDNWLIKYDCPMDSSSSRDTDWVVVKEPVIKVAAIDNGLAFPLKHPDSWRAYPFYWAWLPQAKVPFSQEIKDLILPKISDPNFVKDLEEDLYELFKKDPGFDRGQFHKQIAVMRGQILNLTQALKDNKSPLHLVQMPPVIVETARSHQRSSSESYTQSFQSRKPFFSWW
#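 ADP-Glo luminescence measured ADP generated by PI4K2A enzyme (4 ug/mL before mixing) with 1.2 mM PI substrate (pre-mix) and 300 microM ATP (pre-mix). Tris pH7.5 buffer with MgCl2, Triton X-100; 1 h reaction at ambient temperature.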
# An asterisk follows results filed as active; u = inconclusive; x = no result given; & = joins results of further samples; [ ] = another dose, or the depositor's remark. Unless noted, the call rests on the fitted dose curve; in most records, active means well fitted curve in the direction sought with a large enough effect; inconclusive means small, poorly fitted or top-dose-only effect, or another doubt; inactive means no such curve, though single readings can be large; an effect the other way counts as inactive or inconclusive.
SMILES,GRP78 ERSR act,USP1 inh,LDHA block,Vif-APOBEC3F blk,RXFP1 agonist,TrxR1 substrate,Vif-APOBEC3G blk,mIDH1 inhibitor,PI4K2A inh
CC1(C)CC(=O)C(CS(=O)(=O)c2ccccc2)=C(O)C1,0%,-10%,2,-3%,1.3%,5%,-12%,0%,-12
COc1ccc(-c2cc(=O)oc3cc(OCC(=O)Nc4ccccn4)ccc23)cc1,-1%,-30%,-18,2%,7.5%,2%,0%,0%,-3
CCN(CCn1cccn1)C(=O)c1ccc(OC2CCN(C(=O)CCOC)CC2)cc1,-2%,-3%,-12,-5%,x,x,0%,-8%,0
O=C(O)c1ccc(NC(=O)c2cccc(N3C(=O)C4C5CCC(C5)C4C3=O)c2)cc1 (stereo not drawn),-4%,-25%,-8,-1%,2.2%,-1%,1%,4%,-2
COc1cccc(NC(=O)CN2CCN(CC(=O)Nc3ccccc3Cl)CC2)c1,-10%,-22%,1,5%,2.7%,11%,-1%,13%,-6
O=C(Nc1nnc(C2CC2)s1)c1n[nH]c(=O)c2ccccc12,-5%,-10%,-3,6%,2.4%,-7%,-6%,-9%,-4
Cc1ccc(OC(=O)c2cccc(S(=O)(=O)N3CCN(C)CC3)c2)c(Br)c1,-4%,1%,-8,-2%,-0.5%,-14%,0%,4%,5
COc1ccc(CC(=O)Nc2ccc(OC)c(NC(=O)c3ccco3)c2)cc1,-5%,-10%,-2,5%,-0.1%,-7%,-3%,9%,1
CCCCOc1ccc(C(=O)NCC(=O)N(C)Cc2nc3ccccc3c(=O)[nH]2)cc1,-1%,-20%,-4,8%,0.1%,0%,1%,13%,3
O=C(O)C1CCN(C(=O)c2ccco2)CC1,-1%,-12%,-1,10%,0.3%,0%[57.1 µM],2%,-8%,1
CCOC(=O)c1ccc(NC(=O)Cn2ccc([N+](=O)[O-])n2)cc1,-4%,-23%,2,-9%,-0.8%,12%,2%,1%,-6
CCc1cccc(NC(=O)CCc2nc3cccnc3n2Cc2ccc(OC)cc2)c1,-5%,-16%,-5,2%,12%,5%,3%,-13%,1
CCC(=O)N1c2ccccc2CC1C(=O)N1CCN(c2cccc(Cl)c2)CC1 (stereo not drawn),-3%,-17%,7,-3%,2.6%,-2%[57.1 µM],-4%,-13%,-1
COc1ccc(N2CC(NC(=O)NC(C)(C)C)CC2=O)cc1 (stereo not drawn),-6%,-4%,-6,-15%,1.2%,-14%,1%,-7%,1
CCc1ccc2nc(N=C(N)N)nc(C)c2c1,-8%,-10%,0,2%,0.8%,7%[57.1 µM],-9%,2%,-1
COc1cc(CNc2ccc3[nH]c(=O)[nH]c3c2)cc(Br)c1OCc1ccccc1F,-6%&-6%,-19%&-9%,0&8,u,0.7%&-1.7%,3%&-1%,-31%&-23%,5%&36%,12&-4
COc1c(F)c(F)c(C(=O)Nc2ccc(N3CCN(C(C)=O)CC3)c(Cl)c2)c(F)c1F,-4%,-15%,-6,-3%,0.6%,-3%,4%,11%,-9
CCc1nnc2c3ccccc3nc(Nc3ccc(F)cc3C)n12,-2%,0%,-9,0%,16%,4%,-6%,-9%,-1
CCn1c(SCC(=O)Nc2nc3ccc(OC)cc3s2)nnc1-c1ccoc1C,-2%,0%,-3,-3%,2.5%,-2%,-20%,-1%,-2
O=C(/C=C/CCc1ccc2c(c1)OCO2)N1CCCCC1,1%,-10%,-2,-2%,x,0%,-2%,-4%,-1
CCCCNC(=O)COC(=O)c1cc(C)oc1C,-1%,-5%,-4,2%,0.6%,-3%,1%,-3%,2
COc1ccccc1CNS(=O)(=O)c1ccc(N2CCCCS2(=O)=O)cc1,-3%,-1%,0,1%,-1.1%,-1%[57.1 µM],2%,-5%,-1
CCOC(=O)c1cc(S(=O)(=O)N2CCN(c3ccccc3)CC2)[nH]n1,-2%,-6%,-6,-1%,1.5%,-4%[57.1 µM],0%,23%,2
CS(=O)(=O)N(CC(=O)NC1CCCC1)c1cccc(F)c1,-3%,-2%,-5,-1%,-0.5%,12%,0%,6%,-2
O=C1Nc2cc(C(=O)NCCCN3CCCC3)ccc2S/C1=C/c1cccc(Cl)c1,-11%,-17%,0,3%,x,x,-20%,1%,1
C/C(Cc1ccccc1)=N\NC(=O)c1ccccn1,-2%,-5%,-2,-9%,-1.6%,1%,0%,1%,-7
Cc1ccc(NC(=O)CN2CCOCC2)cc1,-1%,-20%,-5,-16%,1.8%,10%[57.1 µM],1%,-1%,1
Cc1cccc(NC(=O)c2ccc(-n3cccn3)c([N+](=O)[O-])c2)c1,5%,-25%,-2,-2%,2.1%,1%,5%,16%,-12
O=C1c2ccccc2-c2onc3c(N4CCN(C5CCCCC5)CC4)cc(NCCO)c1c23,-5%,16µM*,15,u,-3.3%,0%,u,2%,-8
COc1cc2ncc(C(=O)c3ccc(C)cc3)c(N3CCCCC3)c2cc1OC,-2%,-17%,1,7%,24%,-8%,8%,u,-4
COc1ccc(-c2noc(CSc3nnc(-c4ccncc4)n3-c3ccc(OC)cc3)n2)cc1,-2%,-9%,-8,9%,-1.8%,-16%,0%,-11%,1
CCOC(=O)C1C(=O)CC(C)(O)C(C(=O)OCC)C1c1ccc(C)s1 (stereo not drawn),-3%,-18%,-2,2%,-1.0%,1%,0%,5%,4
CCOc1ccc(NC(=O)C(C)NS(=O)(=O)c2ccc(NC(C)=O)cc2)cc1 (stereo not drawn),-9%,-22%,-1,-10%,2.5%,1%[57.1 µM],1%,-3%,0
C[C@H]1CN([C@@H](C)CO)S(=O)(=O)c2ccc(Br)cc2O[C@H]1CN(C)C(=O)C1CCC1,-2%,-2%,-12,-8%,x,x,0%,-3%,1
COc1ccc(Cl)cc1C(=O)N1CCN(c2ccccn2)CC1,-7%,-21%,-4,-2%,-0.3%,14%,-4%,0%,-8
CCC(=O)NC(=S)Nc1ccc(NC(=O)c2cccnc2)cc1,-6%,-6%,-10,-3%,-0.8%,-5%[57.1 µM],-7%,2%,-7
Cc1ccc(S(=O)CCNC(=O)Cc2ccc(Cl)cc2)cc1 (stereo not drawn),-4%,-14%,-10,17%,2.3%,-4%,2%,-8%,2
O=S(=O)(c1ccc(F)cc1)n1ccc(-c2cccc(OCc3c(F)cccc3Cl)c2)n1,-4%,-20%,-6,1%,2.9%,7%,-7%,0%,7
O=C(CNc1cccc(S(=O)(=O)N2CCOCC2)c1)Nc1ccccc1F,-5%,-26%,-10,-10%,0.2%,-3%,-5%,21%,-22
CCN(C(=S)NCc1ccccc1)c1cccc2ccccc12,-6%,-14%,-2,-14%,2.2%,-1%,-1%,-1%,-2

# As a short view, part of the list above:
SMILES,GRP78 ERSR act,USP1 inh,LDHA block,Vif-APOBEC3F blk,RXFP1 agonist,TrxR1 substrate,Vif-APOBEC3G blk,mIDH1 inhibitor,PI4K2A inh
CCOc1ccc(NC(=O)C(C)NS(=O)(=O)c2ccc(NC(C)=O)cc2)cc1 (stereo not drawn),-9%,-22%,-1,-10%,2.5%,1%[57.1 µM],1%,-3%,0
C[C@H]1CN([C@@H](C)CO)S(=O)(=O)c2ccc(Br)cc2O[C@H]1CN(C)C(=O)C1CCC1,-2%,-2%,-12,-8%,x,x,0%,-3%,1
COc1ccc(Cl)cc1C(=O)N1CCN(c2ccccn2)CC1,-7%,-21%,-4,-2%,-0.3%,14%,-4%,0%,-8
CCC(=O)NC(=S)Nc1ccc(NC(=O)c2cccnc2)cc1,-6%,-6%,-10,-3%,-0.8%,-5%[57.1 µM],-7%,2%,-7
Cc1ccc(S(=O)CCNC(=O)Cc2ccc(Cl)cc2)cc1 (stereo not drawn),-4%,-14%,-10,17%,2.3%,-4%,2%,-8%,2
O=S(=O)(c1ccc(F)cc1)n1ccc(-c2cccc(OCc3c(F)cccc3Cl)c2)n1,-4%,-20%,-6,1%,2.9%,7%,-7%,0%,7
O=C(CNc1cccc(S(=O)(=O)N2CCOCC2)c1)Nc1ccccc1F,-5%,-26%,-10,-10%,0.2%,-3%,-5%,21%,-22
CCN(C(=S)NCc1ccccc1)c1cccc2ccccc12,-6%,-14%,-2,-14%,2.2%,-1%,-1%,-1%,-2

# This is a subset; the hit share may differ from the screen's.
